# USP1 inh: Inhibitors of USP1/UAF1: Primary Screen | AID 743255, 2014 | Ubiquitin carboxyl-terminal hydrolase 1 (Homo sapiens), O94782 | recombinant USP1/UAF1, Ub-Rhodamine cleavage fluorescence | 390,000 compounds, 0.23% hits | Potency, µM (series often up to 57.1 µM), for the others: at the top dose activity change, negative = inhibition, actives largely listed as inhibitors; also: % is scaled to controls: 0 for no effect and ±100 for the full control effect; nearly all actives have a fitted effect of over 60% in size; inactives centre near -12
#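 USP1/UAF1 complex at 1 nM was preincubated with compound for 15 min at room temperature, then Ub-Rho substrate (150nM final) was added. Fluorescence (480/540 nm) was read kinetically, 6 reads every 60 seconds.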
# 12-LOX inh: Primary qHTS assay for inhibitors of human arachidonate 12S-lipoxygenase (ALOX12): Round 2 | 580,000 compounds, 1.1% hits | AID 1671190, 2021 | purified 12hLO, xylenol orange hydroperoxide absorbance | Potency, µM (highest dose often 108 µM), for the others: top-dose activity change, negative = inhibition, hits mostly inhibitors | Polyunsaturated fatty acid lipoxygenase ALOX12 (Homo sapiens), P18054; also: % is scaled to controls: 0 for no effect and ±100 for the full control effect
#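 Hydroperoxide product was detected by ferrous iron/xylenol orange as the 573 to 405 nm absorbance ratio. Arachidonic acid at 40 uM (final) was turned over for 30 min at room temperature by 150 nM human 12hLO, pH 7.0 Hepes buffer, after 15 min compound preincubation.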
# TrxR1 substrate: qHTS Assay for Substrates of Mammalian Selenoprotein Thioredoxin Reductase 1 (TrxR1): qHTS. purified TrxR1 substrate turnover, NADPH consumption readout. AID 588456, 2011. Thioredoxin reductase 1, cytoplasmic (Rattus norvegicus), O89049. Potency, µM (highest dose often 114 µM), for the others: at the top dose activity change, negative = substrate turnover. 390,000 compounds, 0.01% hits; also: % is scaled to controls: 0 for no effect and ±100 for the full control effect; nearly all actives have a fitted effect of over 50% in size
# Target sequence (O89049 whole entry, looked up): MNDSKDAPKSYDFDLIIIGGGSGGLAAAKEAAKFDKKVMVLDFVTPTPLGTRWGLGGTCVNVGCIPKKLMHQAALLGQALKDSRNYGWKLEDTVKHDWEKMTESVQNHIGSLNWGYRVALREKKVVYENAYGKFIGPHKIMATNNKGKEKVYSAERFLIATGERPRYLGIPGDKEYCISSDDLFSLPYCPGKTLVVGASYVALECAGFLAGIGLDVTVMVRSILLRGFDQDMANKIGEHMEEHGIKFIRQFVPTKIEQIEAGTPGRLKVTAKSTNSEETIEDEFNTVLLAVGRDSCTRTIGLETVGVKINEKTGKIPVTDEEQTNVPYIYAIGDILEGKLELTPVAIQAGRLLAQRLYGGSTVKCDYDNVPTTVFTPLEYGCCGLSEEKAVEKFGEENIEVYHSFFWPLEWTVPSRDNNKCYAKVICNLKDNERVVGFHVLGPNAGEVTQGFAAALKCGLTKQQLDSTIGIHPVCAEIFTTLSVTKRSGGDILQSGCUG
#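 Rat TrxR1, dispensed at 90 nM, was prereduced with 400 uM NADPH (final) for 5 min at ~22 deg C, then incubated with compound 15 min before 400 uM selenite. A first-read NADPH fluorescence drop versus no-compound background flagged substrates.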
# RXFP1 agonist: qHTS Assay for Agonists of the Relaxin Receptor RXFP1 | HEK293T-RXFP1 cAMP TR-FRET, 30 min; response scale: percent of porcine relaxin response, buffer zero | Potency, µM (doses to about 57.5 µM), inactives show at the highest dose activation, usual class: activators | 370,000 compounds, 0.3% hits; also: % is scaled to controls: 0 for no effect and ±100 for the full control effect; nearly all actives have a fitted effect of over 60% in size; many of its hits are not listed in these tables
#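 cAMP rise read by TR-FRET after 30 min, 37C compound exposure (up to 58 uM) in RXFP1-transfected HEK293 cells with Ro 20174 present. EC50 from Hill-equation fits, with 29 nM porcine relaxin as 100% and buffer as basal.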
# rTrxR1 inhibitor: qHTS Assay for Inhibitors of Mammalian Selenoprotein Thioredoxin Reductase 1 (TrxR1): qHTS; Thioredoxin reductase 1, cytoplasmic (Rattus norvegicus), O89049; 390,000 compounds, 1% hits; Potency, µM (top dose mostly 114 µM), inactives show at the top dose activity change, negative = inhibition, actives largely listed as inhibitors; recombinant rTrxR1, NADPH fluorescence consumption, selenite substrate; also: % is scaled to controls: 0 for no effect and ±100 for the full control effect; nearly all actives have a fitted effect of over 65% in size
#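 Rat TrxR1 (90 nM in the dispensed reagent) was pre-reduced with 400 uM NADPH for 5 min at room temperature, then incubated with compound for 15 min. After 400 uM selenite was added, NADPH fluorescence (Ex 340/Em 450 nm) was followed for 8 min.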
# Vif-A3F inh: qHTS for Inhibitors of Vif-A3F Interactions: qHTS; Potency, µM (top dose mostly 46.1 µM), for inactives: at the highest dose activity, negative = active; HeLa A3F-eYFP + Vif (tagged APOBEC3F with the HIV-1 protein that degrades it), YFP fluorescence increase; 390,000 compounds, 0.2% hits; AID 602313, 2012; also: % of control where 0% means no effect; nearly all actives have a fitted effect of over 65% in size
#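 HeLa cells stably expressing A3F-eYFP plus Vif, plated and incubated overnight at 37 deg C, then exposed to compounds overnight at 37 deg C. Blocked degradation read as raised yellow fluorescence (Ex 488/Em 500-530).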
# mIDH1 inhibitor: qHTS for Inhibitors of mutant isocitrate dehydrogenase 1 (IDH1): qHTS | Isocitrate dehydrogenase [NADP] cytoplasmic (Homo sapiens), O75874 | IDH1-R132H enzyme, NADPH consumption, diaphorase/resazurin fluorescence | Potency, µM (top dose mostly 76.6 µM), for the others: at the top dose activity change, negative = inhibition, actives largely listed as inhibitors | 390,000 compounds, 0.093% hits | AID 602179, 2012; also: % is scaled to controls: 0 for no effect and ±100 for the full control effect; nearly all actives have a fitted effect of over 65% in size
#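 IDH1-R132H (0.5 ug/mL dispensed) in pH 7.5 Tris buffer was preincubated 30 min with compound, then given a substrate mix of 0.016 mM NADPH and 2 mM alpha-KG for 80 min at room temperature; remaining NADPH was read by diaphorase/resazurin fluorescence.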
# RGS4 inh: Inhibitors of Regulator of G Protein Signaling (RGS) 4: qHTS | AID 504845, 2011 | Potency, µM (doses to about 114 µM), without a hit: at the highest dose activity change, negative = inhibition, most hits filed as inhibitors | 390,000 compounds, 0.039% hits | Transcreener GDP fluorescence polarization, RGS4-accelerated GTP hydrolysis; also: % is scaled to controls: 0 for no effect and ±100 for the full control effect; nearly all actives have a fitted effect of over 75% in size; some results filed as inactive show a strong effect at the top dose
# Target sequence (P49798 whole entry, looked up): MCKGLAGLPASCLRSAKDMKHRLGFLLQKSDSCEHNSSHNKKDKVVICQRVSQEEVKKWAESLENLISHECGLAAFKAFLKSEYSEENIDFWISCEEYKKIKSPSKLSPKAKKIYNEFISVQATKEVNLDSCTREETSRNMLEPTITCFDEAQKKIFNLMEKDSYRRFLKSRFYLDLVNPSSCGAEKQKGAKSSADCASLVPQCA
#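 MLSMR compounds (23 nl, pin-transferred) preincubated 10 min at room temperature with a 500nM (2x) first reagent, then RGS4 at 900nM (2x) plus Transcreener GDP mix added; fluorescence polarization (620/688 nm) read before and after 90 min at 30 °C.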
# Vif-APOBEC3G blk: qHTS for Inhibitors of Vif-A3G Interactions: qHTS | HeLa A3G-eYFP + Vif (tagged APOBEC3G with the HIV-1 protein that degrades it), YFP fluorescence, overnight | 410,000 compounds, 0.076% hits | DNA dC->dU-editing enzyme APOBEC-3G (Homo sapiens), Q9HC16 | Potency, µM (doses to about 46.1 µM), for the others: at the highest dose activity, negative = active, usual class: inhibitors | AID 602310, 2012;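 also: % is scaled to controls: 0 for no effect and ±100 for the full control effect; nearly all actives have a fitted effect of over 60% in size; hits raise eYFP signal because A3G escapes Vif-driven loss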
#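 HeLa cells stably expressing Vif and C-terminally eYFP-tagged A3G, seeded overnight at 37 deg C, then exposed to compound by pintool overnight at 37 deg C. Rise in yellow fluorescence (Ex 488/Em 500-530, Acumen) marks blocked Vif-driven A3G degradation.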
# * hit, by the source's call; ? = inconclusive; / = no result given; [ ] = another dose, or the depositor's remark. Calls follow the shape of the dose curve; as a rule, active = well fitted curve in the direction sought with a large enough effect; inconclusive = small, poorly fitted or top-dose-only effect, or another doubt; inactive = no such curve, though single readings can be large; an effect the other way counts as inactive or inconclusive. Potency is read from the fitted curve at half-maximal effect.
mol | USP1 inh | 12-LOX inh | TrxR1 substrate | RXFP1 agonist | rTrxR1 inhibitor | Vif-A3F inh | mIDH1 inhibitor | RGS4 inh | Vif-APOBEC3G blk
CCOC(=O)C1CCCN(CC(=O)Nc2cc(C)c3c(=O)oc4ccccc4c3n2)C1 (stereo not given) | -22% | -22% | -2% | 3.2% | -2% | -4% | 5% | -12% | -3%
C#CCNC(=O)C1=C[C@@H](C2CCCCC2)C[C@@H](OCc2ccc(CO)cc2)O1 | -29% | ? | -3% | -1.2% | ? | -2% | 12% | -13% | 0%
COc1ccc(NC(=O)Cc2ccc(NC(=O)N3CCCCc4ccccc43)cc2)c(OC)c1 | -21% | -24% | 1%[57.1 µM] | 1.7% | 4%[57.1 µM] | -5% | -7% | -12% | -5%
O=C(NNC(=S)Nc1cccc(C(F)(F)F)c1)c1cccc(Cl)c1 | -20% | ? | 6%[57.1 µM] | -0.6% | -11%[57.1 µM] | -9% | 3% | -51% | -5%
CCC(CC)c1nnc(NC(=O)c2ccc([N+](=O)[O-])cc2)s1 | -18% | 15% | -4% | 1.2% | 0% | 1% | 4% | -8% | -5%
Cc1nc(SCC(=O)N2CCc3ccccc32)n[nH]1 | -5% | 3% | -2% | 0.2% | 6% | -14% | -1% | 5% | 1%
COc1ccc(N2CCN(C(=O)COC(=O)CNC(=O)c3ccccc3)CC2)cc1 | -3% | ? | -6% | -1.1% | -15% | -7% | 2% | 4% | -3%
O=C(O)C1CCCN(S(=O)(=O)c2ccccc2[N+](=O)[O-])C1 (stereo not given) | -26% | ? | 8% | 0.0% | 31% | -12% | 0% | 2% | -2%
CC(=O)c1cccc(NC(=O)Nc2cccnc2)c1 | -13% | 13% | 0%[57.1 µM] | -0.6% | 4%[57.1 µM] | 3% | -3% | -26% | 0%
O=C(NCCc1ccccc1)c1cnc2ccccn2c1=O | -24% | -3% | 351%[activator] | 3.7% | 40%[activator] | 1% | 1% | 14% | 0%
Cn1cc(C(=O)NCCc2ccccc2)c(=O)c2cc(S(=O)(=O)N3CCCCC3)ccc21 | -2% | -8% | 0% | 3.1% | 8% | 5% | 8% | -15% | 0%
COC(=O)c1ccc(NC(=O)CSc2nnc(C)n2-c2ccccc2)cc1 | -11% | 14% | 2% | 0.9% | 16% | -1% | 2% | 18% | -1%
CN(CC(=O)Nc1ccc2c(c1)OCCO2)S(=O)(=O)c1ccc(Br)s1 | 2% | 62% | 2%[57.1 µM] | -0.1% | 4%[57.1 µM] | -10% | -3% | 7% | -1%
O=S(=O)(c1ccccc1)c1ncc(C(F)(F)F)cc1O | -21% | 1% | 10% | 3.4% | -4% | -5% | 26% | -5% | 1%
CCc1cccc(CC)c1NC(=O)C1SC(=Nc2ccccc2C)C(c2nc3ccccc3s2)=C1N (stereo not given) | -14% | 0% | 0% | 21% | -3% | 1% | 4% | -28% | -7%
CC(C)CCn1c(=O)c2sccc2n2c(CCCC(=O)NCCc3ccccc3)nnc12 | -1% | -23% | 4% | 4.0% | 5% | -2% | 12% | 2% | -1%
CC(C)(C)c1nc(SCC(=O)N2CCCC2)c2ccccc2n1 | -15% | 6% | 5%[57.1 µM] | -1.3% | 14%[57.1 µM] | -28% | -2% | -12% | -2%
COC(=O)[C@@]1(Cc2ccc(F)cc2)[C@H]2c3cc(C(=O)N(C)C)n(Cc4ccccn4)c3C[C@H]2CN1C(=O)c1ccccc1 | -20% | 9% | 0% | 0.6% | 7% | 1% | -3% | 5% | 0%
O=C(CN1CCCCC1)Nc1ccc(F)c(Cl)c1 | -20% | -20% | 3% | 2.5% | 4% | -19% | 8% | 1% | 0%
CC(=O)N1CC(C)Sc2ccc(S(=O)(=O)NC(C)c3ccccc3)cc21 (stereo not given) | -16% | -10% | -4% | 0.8% | 14% | -10% | 7% | 14%[56.9 µM] | 1%
Cc1ccc(-c2cc3ncc4c(n3n2)-c2cc(F)ccc2OC4)cc1 | -5% | 0% | -4% | -1.7% | 17% | 1% | -5% | 16% | 6%
COc1ccc(/C=N/Nc2nc(-c3ccc(Cl)cc3)cc(C(F)(F)F)n2)cc1OC | -22% | -18% | -14% | -0.2% | -15% | -25% | 0% | -14% | 1%
S=c1[nH]nc(COc2ccc(Cl)cc2)n1Cc1ccccc1 | -7% | -5% | -7% | -0.5% | -4% | 5% | 7% | -35% | -3%
Cc1cccn2c(=O)cc(CSc3nnc(NC(=O)COc4ccccc4)s3)nc12 | ? | ? | 2%[57.1 µM] | 1.9% | 12%[57.1 µM] | -12% | 2% | -40% | -1%
CC(C)c1ccccc1NC(=O)Cn1cnc2c1c(=O)n(C)c(=O)n2C | ? | -16% | 5% | 26% | 4% | 0% | 11% | 1% | 0%

# Random excerpt: five entries already listed, in no set order.
mol | USP1 inh | 12-LOX inh | TrxR1 substrate | RXFP1 agonist | rTrxR1 inhibitor | Vif-A3F inh | mIDH1 inhibitor | RGS4 inh | Vif-APOBEC3G blk
O=C(NCCc1ccccc1)c1cnc2ccccn2c1=O | -24% | -3% | 351%[activator] | 3.7% | 40%[activator] | 1% | 1% | 14% | 0%
CC(C)c1ccccc1NC(=O)Cn1cnc2c1c(=O)n(C)c(=O)n2C | ? | -16% | 5% | 26% | 4% | 0% | 11% | 1% | 0%
CC(C)(C)c1nc(SCC(=O)N2CCCC2)c2ccccc2n1 | -15% | 6% | 5%[57.1 µM] | -1.3% | 14%[57.1 µM] | -28% | -2% | -12% | -2%
COc1ccc(/C=N/Nc2nc(-c3ccc(Cl)cc3)cc(C(F)(F)F)n2)cc1OC | -22% | -18% | -14% | -0.2% | -15% | -25% | 0% | -14% | 1%
O=S(=O)(c1ccccc1)c1ncc(C(F)(F)F)cc1O | -21% | 1% | 10% | 3.4% | -4% | -5% | 26% | -5% | 1%

# Additional results
canonical_smiles,USP1 inh,12-LOX inh,TrxR1 substrate,RXFP1 agonist,rTrxR1 inhibitor,Vif-A3F inh,mIDH1 inhibitor,RGS4 inh,Vif-APOBEC3G blk
COc1ccc(NC(=O)c2cnc(N3CCCC3)nc2)cc1OC,?,-18%,6%[57.1 µM],-2.4%,12%[57.1 µM],/,/,16%,/
O=C(c1ccccc1)C1CC1c1ccccc1 (stereo not given),-19%,?,/,/,/,0%,-6%,/,0%
O=C1CC(N2CCC(c3nc4ccccc4s3)CC2)C(=O)N1Cc1ccccc1 (stereo not given),-22%,-15%,-8%,1.4%,-16%,-2%,1%,-18%,2%
CCN(CC)C(=O)COc1ccc(/C=C(\C#N)S(=O)(=O)c2ccccc2)cc1OC,-11%,0%,2%,0.4%,-2%,4%,4%,-21%,0%
CC1CCN(S(=O)(=O)c2ccc3c(ccn3CCC(=O)NCc3ccccc3F)c2)CC1,-9%,?,0%,0.2%,19%,-2%,0%,-12%,-1%
CN(CC(=O)Nc1ccc(F)cc1)C(=O)COC(=O)CCN1C(=O)C2CC=CCC2C1=O (stereo not given),-12%,-6%,-5%,1.8%,-10%,4%,-5%,-7%,-1%
COc1ccccc1/C=C/C(=O)OCC(=O)NC(=O)NC1CCCC1,-30%,-5%,10%,/,6%,3%,9%,10%,-3%
O=C(CSC1=NS(=O)(=O)c2cc(F)ccc2N1)NCc1ccccc1Cl,?,3%,1%,0.7%,-1%,8%,3%,14%,0%
CC(C)c1ccccc1NC(=S)NC1CCCCC1,0%,?,2%,1.3%,5%,?,-10%,-19%,-1%
CCOC(=O)c1sc(N2C(=O)C(O)=C(C(=O)c3ccco3)C2c2cccc([N+](=O)[O-])c2)nc1C (stereo not given),-24%,45µM*,-5%,8.1%,-31%,1%,8%,-10%,3%
NCCNC[C@@H]1COC2(CCCCCCCCCCC2)O1,-23%,100%[activator],9%,-1.5%,31%,10%,1%,-15%,0%
CN(C)c1oc(/C=C/c2ccc(F)cc2)nc1C#N,-6%,-3%,208%[activator],14%,158%[activator],/,/,5%,/

# Bioassay records from PubChem BioAssay.

# Some of the compounds tested, so the mix of outcomes need not match the whole.
